# Compound activity as filed in PubChem BioAssay.
# aGlu spleen mod = inhibitors or activators of human alpha-glucosidase in spleen homogenate; P10253; human spleen homogenate, 4-MU-alpha-glucoside fluorescence; Potency, µM (titrated, usually from 79.9 µM), for inactives: at the top dose activity change, negative = inhibition, hits mostly inhibitors; hit rate 0.006% among 240,000;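 further: 0% = enzyme with vehicle and -100% = no enzyme basal signal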
#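 Human spleen homogenate (1 ug) with 4-methylumbelliferyl-alpha-D-glucopyranoside (1 mM final) in 50 mM citrate/phosphate pH 5.0, 0.01% Tween-20; 40 min at 37 C. Stopped at pH 10; 4-MU fluorescence Ex 365/Em 440 nm; AC50 by Hill fit.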
# GAA inhib = inhibitors of human lysosomal alpha-glucosidase. Potency, µM (doses to about 76.9 µM), for the others: at the highest dose activity change, negative = inhibition, hits mostly inhibitors. hit rate 0.005% among 200,000. AID 1466. P10253. purified human GAA, 4-MU-alpha-glucoside fluorescence;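 further: plate controls were uninhibited enzyme wells for no effect and no-enzyme background for full effect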
#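 Fluorogenic assay: 4 nM human alpha-glucosidase with 400 uM 4-methylumbelliferyl-alpha-D-pyranoside in 50 mM citrate/phosphate, 0.005% Tween-20, pH 5.0, 20 min at room temperature. Compounds tested up to 77 uM; AC50 from Hill fits.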
# TRb-SRC2 inh = inhibitors of human thyroid hormone receptor beta-SRC2 interaction | P10828 | TRbeta-SRC2 peptide binding, fluorescence polarization; receptor liganded with 1 µM T3 | Potency, µM (doses to about 106 µM), inactives show at the highest dose activity change, negative = inhibition, hits mostly inhibitors | hit rate 0.065% among 280,000 | AID 1469;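 further: plate controls were bound peptide for no effect and peptide without receptor for full effect; nearly all actives have a fitted effect of over 50% in size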
#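 Human TRb ligand-binding domain (0.6 uM) is mixed with 20 nM Texas Red SRC2 peptide and 1 uM T3; after compound addition and 5 hr at ambient temperature, polarization is measured and normalized to unbound and bound controls.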
# GoLoco inh red = inhibitors of human Gai1-RGS12 GoLoco interaction (red fluorophore); Gai1:RGS12 GoLoco peptide FP, rhodamine, 10 min; Potency, µM (titrated, usually from 61.6 µM), without a hit: at the top dose activity, negative = inhibition, hits mostly inhibitors; hit rate 0.44% among 230,000; AID 880; active means well fitted inhibition curve with a large enough effect, not every such curve was filed as active; inactive means no such curve, though single readings can be large or run the other way; further: nearly all actives have a fitted effect of over 30% in size; many of its hits are not listed in these tables
# TR SRC2 fluor cs = counter-screen for TRb-SRC2 inhibitors: fluorescence interference. hit rate 0.29% among 280,000. TRb/SRC2 Texas Red total fluorescence interference. AID 1479. Potency, µM (top dose mostly 106 µM), inactives show top-dose fluorescence change, negative = quenching; active means well fitted curve in either direction with a large enough effect; inconclusive means small, poorly fitted or top-dose-only effect
#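 Human TRb ligand-binding domain at 0.6 uM with 20 nM Texas Red SRC2 peptide in Tris buffer containing 1 uM T3 and 5% DMSO, incubated with compound 5 h at ambient temperature. Total fluorescence (555/632 nm) calculated as parallel + 2 × perpendicular.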
# GAA glycogen mod = inhibitors or activators of human alpha-glucosidase glycogen cleavage. hit rate 0.38% among 300,000. P10253. Potency, µM (titrated, usually from 76.4 µM), for the others: at the top dose activity change, negative = inhibition, most hits filed as inhibitors. recombinant GAA, glycogen substrate, Amplex Red glucose oxidase fluorescence;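 further: 0% = full enzyme reaction and -100% = no-enzyme basal signal; the screen sought inhibitors and activators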
#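 Recombinant human alpha-glucosidase (4 nM final) hydrolysed bovine liver glycogen (30 ug) for 40 min at 37 C in pH 5.0 citrate/phosphate with 0.01% Tween-20. Released glucose detected by glucose oxidase/Amplex Red, Ex 573/Em 610 nm. Compounds up to 77 uM; AC50 from Hill fits.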
# L3MBTL1 block = blocks human L3MBTL1; Q9Y468; AlphaScreen L3MBTL1–H3K9me1 peptide binding; Potency, µM (series often up to 57.1 µM), inactives show at the top dose activity, negative = inhibition, most hits filed as inhibitors; hit rate 0.66% among 230,000; AID 485360; further: nearly all actives have a fitted effect of over 60% in size
# Target sequence (Q9Y468 whole entry, looked up): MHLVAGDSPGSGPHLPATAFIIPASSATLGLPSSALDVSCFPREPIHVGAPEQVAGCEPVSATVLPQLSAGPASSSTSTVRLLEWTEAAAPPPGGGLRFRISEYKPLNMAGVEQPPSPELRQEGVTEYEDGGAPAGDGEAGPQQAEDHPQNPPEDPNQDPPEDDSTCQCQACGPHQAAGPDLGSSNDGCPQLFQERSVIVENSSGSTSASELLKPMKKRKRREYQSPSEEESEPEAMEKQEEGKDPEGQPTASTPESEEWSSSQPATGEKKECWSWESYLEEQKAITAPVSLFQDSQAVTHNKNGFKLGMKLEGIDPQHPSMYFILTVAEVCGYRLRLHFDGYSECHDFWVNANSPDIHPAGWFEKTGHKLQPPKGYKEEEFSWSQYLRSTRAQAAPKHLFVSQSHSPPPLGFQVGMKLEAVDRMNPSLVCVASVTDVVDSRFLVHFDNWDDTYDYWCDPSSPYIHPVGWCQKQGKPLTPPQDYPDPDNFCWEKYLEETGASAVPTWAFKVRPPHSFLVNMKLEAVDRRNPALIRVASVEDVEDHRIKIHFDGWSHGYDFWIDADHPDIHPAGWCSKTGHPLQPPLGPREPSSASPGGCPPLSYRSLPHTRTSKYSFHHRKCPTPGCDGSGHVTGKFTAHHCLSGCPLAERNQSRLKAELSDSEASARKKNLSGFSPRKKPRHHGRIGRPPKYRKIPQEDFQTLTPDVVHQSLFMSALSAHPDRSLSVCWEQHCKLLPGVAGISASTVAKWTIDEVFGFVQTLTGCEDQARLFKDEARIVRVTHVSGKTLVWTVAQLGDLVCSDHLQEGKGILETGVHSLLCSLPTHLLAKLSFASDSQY
#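 AlphaScreen proximity signal between nickel-chelate acceptor and streptavidin donor beads (final 10 ug/mL) reports binding of 50 nM L3MBTL1 to 75 nM biotin-H3 K9me1 peptide; complex incubated with compounds 30 min at room temperature; cefsulodin titration as control.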
# RECQ1 helicase = inhibitors of human RECQ1 DNA helicase; Potency, µM (titrated, usually from 57.3 µM), for the others: at the highest dose activity, negative = inhibition, most hits filed as inhibitors; RECQ1 DNA unwinding, red fluorescence kinetic read; P46063; AID 2549; hit rate 0.54% among 240,000;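 further: plate controls were vehicle for no effect and no enzyme for full effect; nearly all actives have a fitted effect of over 30% in size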
#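 RECQ1T1 50 nM; forked duplex (20 bp + 30-nt ss tails) 200 nM, ATP 2 mM final; pH 8.0, 2 mM MgCl2, 2.5 ug/ml poly(dI-dC); 15 min compound preincubation; discontinuous kinetic read over 2 h at RT.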
# Numbers without * were called inactive; i = inactive; ? = inconclusive; . = no result given; [ ] = remark or other dose. Unless noted, the call rests on the fitted dose curve; in most records, active means well fitted curve in the direction sought with a large enough effect; inconclusive means small, poorly fitted or top-dose-only effect, or another doubt; inactive means no such curve, though single readings can be large; an effect the other way counts as inactive or inconclusive. Unless noted, on the % scale 0 is the no-effect control and ±100 the full control effect; potency means the concentration at half of the fitted maximal effect. The list is partial; rates above refer to the full screens.
1	S=C(Nc1ccccc1Cl)N(CCN1CCCCC1)Cc1ccco1
2	Cc1cc(NC(=O)CN2CCc3ccccc3C2)nc2c1c(=O)oc1ccccc12
3	O=C(Cn1cnc([N+](=O)[O-])c1)NCc1ccc(F)cc1
4	Cc1cc(=O)[nH]c(SCC(=O)NCC2CCCO2)n1 (stereo unspecified)
5	Cc1nn(-c2ccccc2)c(Cl)c1/C=N/N1CCN(c2ccccn2)CC1
6	N#CC1=C(N)Oc2n[nH]c(-c3ccccc3)c2C12C(=O)Nc1ccccc12 (stereo unspecified)
7	O=C(NC(=S)Nc1ccc2oc(-c3ccncc3)nc2c1)c1ccccc1F
8	COc1ccccc1-n1cnnc1SCC(=O)Nc1cccnc1Cl

screen / no.	1	2	3	4	5	6	7	8
aGlu spleen mod	-5%	0%	8%	3%	1%	-9%	1%	4%
GAA inhib	0%	.	5%	.	7%	-8%	-6%	-1%
TRb-SRC2 inh	-6%	0%	-9%	-1%	4%	4%	-6%	-7%
GoLoco inh red	1%	8%	2%	5%	12%	3%	180%[activator]	11%
TR SRC2 fluor cs	-5%	-2%	1%	-4%	-6%	-4%	-2%	-2%
GAA glycogen mod	-2%	16%	3%	2%	5%	-1%	-1%	11%
L3MBTL1 block	0%	1%	-4%	4%	-2%	-2%	7%	-4%
RECQ1 helicase	-1%	25%	i	-4%	-3%	-2%	i	i

9	O=C(N/N=C(/CC(=O)c1cccs1)C(F)(F)F)c1ccc(O)cc1
10	Cc1n[nH]c(C)c1Sc1ccccc1N=Cc1cc([N+](=O)[O-])ccc1O
11	Cc1nn2c3c(cnc2c1-c1ccc(Cl)cc1)C(=O)CC(c1ccco1)C3 (stereo unspecified)
12	Cc1cc(C)c(NC(=O)COc2nc3ccccc3nc2C)c(C)c1
13	S=c1[nH]nc(Cc2ccccc2)n1-c1ccc(Cl)cc1
14	C1CC(CN2CCOCC2)CN(c2nc3nonc3nc2N2CCSCC2)C1 (stereo unspecified)
15	COc1ccccc1/C=C/C=N/n1c(-c2ccccn2)n[nH]c1=S
16	CCNC(=O)CSc1nnc(-c2cc(-c3ccc(Cl)cc3)nc3ccccc23)o1

screen / no.	9	10	11	12	13	14	15	16
aGlu spleen mod	-7%	1%	5%	-3%	0%	7%	-1%	-8%
GAA inhib	4%	-3%	9%	-4%	?	?	.	0%
TRb-SRC2 inh	-1%	2%	-17%	-3%	8%	-4%	7%	-2%
GoLoco inh red	-5%	-7%	7%	27%	11%	-6%	11%	6%
TR SRC2 fluor cs	-1%	1%	-1%	8%	-7%	-2%	-1%	1%
GAA glycogen mod	10%	-7%	0%	-6%	-28%	-5%	-13%	6%
L3MBTL1 block	-1%	.	.	8%	-6%	16%	?	-3%
RECQ1 helicase	-3%	?	-1%	-2%	6%	i	-4%	-17%

17	C/C(=N\NC(=O)CC1(C)OCCO1)c1cccs1
18	CC(=O)Nc1ccc(S(=O)(=O)NCCc2ccc(S(N)(=O)=O)cc2)cc1
19	CC(C)(C)c1cnnn1-c1ccc(C(=O)CCl)cc1
20	O=C(COc1ccc(C2SCCS2)cc1)NNC(=O)C(Cl)Cl
21	COCCN(C(=O)CSc1ncc(C(F)(F)F)cc1Cl)c1c(N)n(Cc2ccccc2)c(=O)[nH]c1=O
22	CC1(C)NC(=O)N(CC(=O)OCC(=O)Nc2cccc(S(N)(=O)=O)c2)C1=O
23	Cc1cc(C)cc(N2C(=O)CSC2c2cccs2)c1 (stereo unspecified)
24	Cc1ccc(-c2cc(C(=O)Nc3cnn(C45CC6CC(CC(C6)C4)C5)c3)no2)cc1

screen / no.	17	18	19	20	21	22	23	24
aGlu spleen mod	-5%	0%	0%	5%	0%	-16%	-9%	-1%
GAA inhib	2%	0%	-1%	.	-13%	9%	-3%	-6%
TRb-SRC2 inh	0%[53 µM]	-4%	8%	-1%	0%	2%	-26%	-18%
GoLoco inh red	-2%	-12%	-4%	4%	1%	-1%	11%	-8%
TR SRC2 fluor cs	-4%[53 µM]	-7%	-1%	-6%	-1%	0%	0%	-2%
GAA glycogen mod	6%	9%	2%	0%	8%	-8%	2%	5%
L3MBTL1 block	3%	.	10%	-5%	-3%	15%	.	-17%[11.4 µM]
RECQ1 helicase	-13%	-1%	1%	i	i	i	i	-3%

# Looked up one by one from the list above:
18	CC(=O)Nc1ccc(S(=O)(=O)NCCc2ccc(S(N)(=O)=O)cc2)cc1
20	O=C(COc1ccc(C2SCCS2)cc1)NNC(=O)C(Cl)Cl
21	COCCN(C(=O)CSc1ncc(C(F)(F)F)cc1Cl)c1c(N)n(Cc2ccccc2)c(=O)[nH]c1=O
24	Cc1ccc(-c2cc(C(=O)Nc3cnn(C45CC6CC(CC(C6)C4)C5)c3)no2)cc1
23	Cc1cc(C)cc(N2C(=O)CSC2c2cccs2)c1 (stereo unspecified)

screen / no.	18	20	21	24	23
aGlu spleen mod	0%	5%	0%	-1%	-9%
GAA inhib	0%	.	-13%	-6%	-3%
TRb-SRC2 inh	-4%	-1%	0%	-18%	-26%
GoLoco inh red	-12%	4%	1%	-8%	11%
TR SRC2 fluor cs	-7%	-6%	-1%	-2%	0%
GAA glycogen mod	9%	0%	8%	5%	2%
L3MBTL1 block	.	-5%	-3%	-17%[11.4 µM]	.
RECQ1 helicase	-1%	i	i	-3%	i

# Carrying on:
25	O=C(O)CCCNS(=O)(=O)c1ccc2ccccc2c1
26	Cc1occc1C(=O)Nc1nnc(-c2ccncc2)s1
27	Cc1ccc(C(=O)NC(=S)Nc2ccc(N3CCOCC3)cc2)cc1C
28	CC(C)(C)OC(=O)NCCCCC1=CC2=CC(=O)C(C)(O)C(=O)C2=CO1 (stereo unspecified)
29	Clc1cncc(Cl)c1N/N=C/c1ccccc1
30	CCOC(=O)C1CCN(c2cc(C)nc3cc(-c4cccc(F)c4)nn23)CC1
31	COc1ccc(C(C[N+](=O)[O-])c2c(-c3ccccc3)cc3ccccn23)cc1OC (stereo unspecified)
32	Cc1nnn(-c2nonc2N)c1C(=O)NNC(=O)c1ccc(Cl)c(Cl)c1

screen / no.	25	26	27	28	29	30	31	32
aGlu spleen mod	-7%	5%	-2%	-3%	-13%	-9%	-7%	-2%
GAA inhib	-3%	4%	?	.	-2%	2%	0%	-2%
TRb-SRC2 inh	-10%	1%	4%	3%	-4%	2%	-4%	3%
GoLoco inh red	7%	3%	11%	5%	-1%	-18%	5%	12%
TR SRC2 fluor cs	0%	-4%	-6%	-2%	0%	-2%	1%	-1%
GAA glycogen mod	17%	1%	-10%	.	-15%	-6%	-14%	5%
L3MBTL1 block	11%	.	-18%[11.4 µM]	.	18%	25%	.	-24%
RECQ1 helicase	i	i	i	i	-12%	-1%	-10%	i

33	CC(C)(C)c1csc(NC2=NS(=O)(=O)c3ccccc32)n1
34	N[C@H](Cc1ccc(Cl)cc1)C(=O)O
35	CNC(=O)NC(=S)NC(=O)c1ccc(OC)cc1
36	CC1(C)CC2CC(C)(CN2Cc2c(O)ccc3ccccc23)C1 (stereo unspecified)
37	Cc1cc(-c2ccccc2)nc2cc(C(=O)NCCCn3ccnc3)nn12
38	COc1ccc(CN(C)C(=O)COC(=O)c2ccc3c(c2)OCO3)cc1OC
39	CCCCCC1(C)NC(=S)N(c2ccccc2)N1 (stereo unspecified)
40	O=C(CSc1nc(-c2ccccc2)cc(C(F)(F)F)n1)c1cccc([N+](=O)[O-])c1

screen / no.	33	34	35	36	37	38	39	40
aGlu spleen mod	-8%	-3%	3%	8%	5%	0%	-2%	-8%
GAA inhib	-6%	.	-1%	11%	4%	6%	-4%	0%
TRb-SRC2 inh	-2%	-7%	-8%	0%	-6%	-1%	4%	0%
GoLoco inh red	4%	-2%	-2%	-15%	5%	7%	0%	2%
TR SRC2 fluor cs	-4%	-2%	-2%	0%	-3%	-2%	-2%	-6%
GAA glycogen mod	2%	.	4%	-1%	5%	-1%	35µM*	2%
L3MBTL1 block	2%	.	4%	4%	-10%	.	.	-10%
RECQ1 helicase	2%	i	-9%	-3%	-1%	-3%	-4%	-7%

41	COc1cc(/C=N\Nc2nc3ccccc3[nH]2)cc(OC)c1OC
42	N#CCc1nc2c3c4c(sc3ncn2n1)CCCC4
43	COc1ccc(-c2c(C)n([O-])c3c([n+]2=O)CCCC3)cc1
44	CCOC(=O)C(=NCC1CCCO1)NNc1ccccc1Cl (stereo unspecified)
45	Oc1ccc(/C=N/N2CCOCC2)c(O)c1O
46	O=C(CCC(=O)Nc1ccc(Oc2ccccc2)cc1)NCCO
47	CCCCC1=CC2=C(c3ccco3)C(=O)C(C)(OC(=O)c3cccs3)C(=O)C2=CO1 (stereo unspecified)
48	CC(=O)c1ccc(-c2ccc(C3C4C=CCCC4(C)C(=O)N3Cc3ccccc3)c(F)c2)cc1 (stereo unspecified)
49	Cc1ccc(S(=O)(=O)Cc2ccc(C(=O)N3CCN(c4cc(C)ccc4C)CC3)o2)cc1
50	COc1cc(C(=O)NCCC(C)C)c([N+](=O)[O-])cc1OC
51	CCn1ncc([C@@H]2C[C@H]3CN(Cc4ccccc4C)C(=O)[C@]34CCCN24)c1C

screen / no.	41	42	43	44	45	46	47	48	49	50	51
aGlu spleen mod	5%	6%	-10%	8%	-1%	-1%	-1%	2%	8%	1%	1%
GAA inhib	0%	-5%	2%	.	-5%	0%	.	.	-18%	-5%	8%
TRb-SRC2 inh	12%	-4%	0%	10%	-14%	-10%	12%	-1%	2%	1%	-3%
GoLoco inh red	14%	13%	-23%	4%	-16%	4%	14%	.	2%	-2%	13%
TR SRC2 fluor cs	-1%	-2%	-1%	-3%	-8%	-7%	-7%	0%	1%	-4%	-5%
GAA glycogen mod	16µM*	-10%	8%	?	?	17%	.	.	6%	11%	11%
L3MBTL1 block	-11%	.	3%	.	14µM*	4%	.	.	-10%	6%	-2%
RECQ1 helicase	-1%	-7%	?	-2%	12%	i	-29%	i	-8%	-8%	i
